Tn6 DDE FP – disrupts Tn6 cyclic peptide binding to fibrin D-Dimer-E complex | P02675 | Fibrin DD(E) TRITC-Tn6 fluorescence polarization displacement | inhibition, % at 8.3 µM | 370,000 tested, 0.21% active;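 active = inhibition above a per-campaign cutoff: mean of compounds within control limits plus 3 SD, cut at about 15% in these data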;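 also: 0% = median of all compound wells on the plate and 100% = blocking peptide control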
Target sequence (P02675 whole entry, looked up): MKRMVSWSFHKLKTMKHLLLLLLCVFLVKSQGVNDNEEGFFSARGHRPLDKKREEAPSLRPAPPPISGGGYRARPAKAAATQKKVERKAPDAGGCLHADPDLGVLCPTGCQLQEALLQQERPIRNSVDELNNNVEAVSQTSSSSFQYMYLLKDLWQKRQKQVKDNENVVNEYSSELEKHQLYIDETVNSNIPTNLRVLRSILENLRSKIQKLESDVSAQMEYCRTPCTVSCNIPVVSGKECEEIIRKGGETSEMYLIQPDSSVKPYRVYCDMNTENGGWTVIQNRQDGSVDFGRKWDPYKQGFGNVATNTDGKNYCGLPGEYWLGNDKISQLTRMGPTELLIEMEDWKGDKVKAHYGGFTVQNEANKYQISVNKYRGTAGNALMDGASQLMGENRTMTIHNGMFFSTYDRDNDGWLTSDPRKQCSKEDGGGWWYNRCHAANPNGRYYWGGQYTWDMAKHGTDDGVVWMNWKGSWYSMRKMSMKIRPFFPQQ
ADAM17 inh – inhibitors of human ADAM17. P78536. recombinant ADAM17, EDANS/DABCYL FRET peptide cleavage. AID 720648. inhibition, % at 6.95 µM. 370,000 tested, 0.83% active;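 active = inhibition above the mean of compounds lying between control limits plus 3 SD, set per campaign, cut at about 8.5% in these data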;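 also: 0% = DMSO-only wells as the low control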
KLK7 zymogen act – activates the human kallikrein-7 zymogen | P49862 | purified proKLK7, EDANS-DABCYL substrate fluorescence; 100% is mature enzyme control, 0% vehicle | activation, % at 7 µM | 370,000 tested, 0.9% active;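 active = activation above the mean of all tested compounds plus 3 SD, computed per campaign excluding outliers beyond control limits, cut at about 13% in these data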
UHRF1 binding – blocks human UHRF1 binding to methylated DNA | Q96T88 | UHRF1 binding to methylated oligo, TR-FRET | inhibition, % at 4.4 µM | 370,000 tested, 0.75% active; in the data active = inhibition above about 21%;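 also: UHRF1 SRA domain binding a hemimethylated CpG hairpin DNA probe; 0% = median of test compound wells and 100% = reference inhibitor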
PLCb3 inh – blocks human PLC-beta3 enzyme activity; Q01970; Purified PLC-beta3, fluorogenic substrate, fluorescence; inhibition, % at 12.2 µM; 370,000 tested, 0.18% active; AID 720704; in the data active = inhibition above about 11%;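 also: 0% = median of compound wells on plate and 100% = full blocker control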
MBD2 DNA inh – inhibitors of human MBD2 binding to methylated oligonucleotide. Q9UBB5. TR-FRET. inhibition, % at 4.4 µM. 370,000 tested, 0.31% active. AID 686964; in the data active = inhibition above about 13%
Target sequence (Q9UBB5 whole entry, looked up): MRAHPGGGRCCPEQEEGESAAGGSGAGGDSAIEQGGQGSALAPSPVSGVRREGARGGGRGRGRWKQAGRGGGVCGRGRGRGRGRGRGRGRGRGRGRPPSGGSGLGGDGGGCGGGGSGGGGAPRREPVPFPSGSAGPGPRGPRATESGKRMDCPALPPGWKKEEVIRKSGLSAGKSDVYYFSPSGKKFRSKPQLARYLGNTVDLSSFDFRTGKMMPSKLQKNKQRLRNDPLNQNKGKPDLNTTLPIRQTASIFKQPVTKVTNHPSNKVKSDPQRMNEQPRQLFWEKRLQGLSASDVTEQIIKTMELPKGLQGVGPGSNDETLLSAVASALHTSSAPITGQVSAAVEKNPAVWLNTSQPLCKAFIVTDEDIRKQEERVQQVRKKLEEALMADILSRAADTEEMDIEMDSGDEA
ASAP1 GAP inh – ASAP1 ArfGAP inhibition; ASAP1-stimulated ARF1 GTP hydrolysis, GDP FP detection; 360,000 tested, 0.19% active; inhibition, % at 16.5 µM; in the data active = inhibition above about 25%;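 also: 0% = vehicle with enzyme and substrate and 100% = no enzyme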
ARFGAP1 inhibitor – inhibits rat ARF GTPase activating protein 1; Arfgap1-stimulated ARF1 GTP hydrolysis, GDP FP detection; inhibition, % at 16.5 µM; Q62848; 360,000 tested, 0.26% active;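 active = inhibition above a per-plate limit, mean inhibition of low control wells plus 3 SD, cut at about 25% in these data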;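 also: 0% = DMSO wells with enzyme and 100% = wells lacking Arfgap1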
Target sequence (Q62848 1-136 limits assumed): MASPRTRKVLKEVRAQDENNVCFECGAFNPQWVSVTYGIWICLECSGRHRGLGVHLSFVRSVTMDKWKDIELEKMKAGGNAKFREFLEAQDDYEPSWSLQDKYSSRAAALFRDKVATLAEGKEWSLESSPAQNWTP
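Material: rat Arfgap1 catalytic domain, aa 1-136; also added: human ARF1(Δ1-17)-GTP substrate; compound dosing: one concentration, 16.5 µM, DMSO 1.26%; incubation: GTP hydrolysis reaction 2 h at 25 °C; measured by: Tracer-displacement fluorescence polarization with EDTA stop, 620/688 nm; evaluation: % inhibition from polarization; repeats: one replicate per compound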
PLC-gamma1 inh – inhibitors of human phospholipase C gamma1; P19174; purified PLC-gamma1, fluorogenic substrate, fluorescence; inhibition, % at 12.2 µM; 370,000 tested, 0.84% active; AID 720700; in the data active = inhibition above about 9.5%
DDE Tn7 FP inh – disrupts Tn7 cyclic peptide binding to fibrin D-Dimer-E complex. AID 720508. 370,000 tested, 0.13% active. P02675. inhibition, % at 8.3 µM. FP displacement of FITC-Tn7 peptide from fibrin DD(E); 0% = median of compound wells per plate;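 active = inhibition above the mean of compounds falling within the control limits plus 3 SD of them, cut at about 14% in these data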;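 also: 0% = plate median of compound wells and 100% = 10 µM Aha-Tn7 peptide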
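System: human fibrin DD(E); quantity: Fibrin-DD(E) at 2 µM final; also added: fluorescent Tn7 probe at 0.1 µM; compound dosing: single nominal test concentration of 8.3 µM per compound; schedule: 10 min preincubation, 3 h with tracer, room temperature; detection: fluorescence polarization of the labelled Tn7 tracer; repeats: one replicate per compound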
The depositor's hits bear a star.

molecule,Tn6 DDE FP,ADAM17 inh,KLK7 zymogen act,UHRF1 binding,PLCb3 inh,MBD2 DNA inh,ASAP1 GAP inh,ARFGAP1 inhibitor,PLC-gamma1 inh,DDE Tn7 FP inh
COc1ccc(NS(=O)(=O)c2ccc(N3CCOCC3)c(NC(=O)/C=C/C(=O)O)c2)cc1,-1,-2,-0.2,1,-4,2,12,-2,0,-3
C[N+]1(CC(=O)OCCCc2ccccc2)CCOCC1,-8,-1,0.1,2,1,-1,8,-1,3,-6
CCCCNC(=O)[C@@H]1CCCN1S(=O)(=O)c1cccc2cccnc12,3,-2,0.5,5,3,-2,9,11,3,0
CCCc1cc(=O)oc2c(C)c(O[C@@H]3O[C@H](CO)[C@@H](O)[C@H](O)[C@H]3O)ccc12,-4,-12,-0.2,-2,-8,-1,-10,4,1,-2
C=C1CCC[C@]2(C)C[C@H]3OC(=O)C(CNCCN(CC)CC)[C@H]3CC12 (stereo not given in full),-2,0,-0.7,-1,-2,-3,2,5,0,2
Cc1onc(-c2c(Cl)cccc2Cl)c1C(=O)N1CCN(c2ccccc2)CC1,-2,-2,1.0,4,0,-2,15,5,4,2
O=C(Nc1c[nH]c(=O)[nH]c1=O)c1ccc2c(c1)C(=O)N(c1cccc([N+](=O)[O-])c1)C2=O,4,-6,-0.4,-4,0,-7,0,0,2,-4
Cc1oc2ccc(OCc3ccc(Cl)cc3)cc2c1C(=O)O,1,-2,-0.6,-3,-1,-4,2,-5,0,1
CCc1nc(NCC(C)C)c(C#N)c2c1COC(C)(C)C2,1,-3,0.6,1,-1,-5,-5,-2,-2,7
CC(C)c1cc(C(=O)O)c2cnn(C(C)C)c2n1,-1,-15,0.8,4,-17,2,-13,-2,-8,0
CCOC(=O)C1=C(COC(=O)/C=C/c2cccc(OC)c2OC)NC(=O)NC1C (stereo not given),-2,-2,1.2,3,-66,1,5,-5,-58,4
Cc1ccc(N(C(=O)Cn2nnc(-c3ccc(F)cc3)n2)C(C(=O)NC(C)(C)C)c2ccncc2)cc1 (stereo not given),-7,-2,-0.1,-2,0,5,-5,1,5,1

molecule,Tn6 DDE FP,ADAM17 inh,KLK7 zymogen act,UHRF1 binding,PLCb3 inh,MBD2 DNA inh,ASAP1 GAP inh,ARFGAP1 inhibitor,PLC-gamma1 inh,DDE Tn7 FP inh
O=C(CSc1ncccn1)n1c2c(c3ccccc31)CCCC2,-10,2,0.5,3,-3,-4,13,12,0,-2
NCCNC(=O)c1c(NC(=O)c2ccccc2)sc2c1CCCC2,3,-5,19*,2,-108,2,0,-3,-87,9
COc1ccc(-c2cc(-c3nnc(COC(=O)c4ccc(O)cc4)o3)c3ccccc3n2)cc1OC,-11,-13,-6.5,0,-426,2,6,11,-337,2
CC(C)C[C@H]1CN=C(N(C)C)N1CCCCc1ccccc1,10,0,-0.1,1,2,-6,-1,-2,1,-1
CCCCOCCCNC(=O)C[C@H]1C[C@@]2(C(=O)OC)C(=C[C@H](C(C)(C)C)O[C@@H]2C)N(Cc2ccccc2)C1=O,-4,2,0.1,2,4,3,-4,-4,4,7
C[C@H](CO)N1C[C@H](C)[C@@H](CN(C)C(=O)Nc2ccccc2)Oc2c(NS(=O)(=O)c3ccc(F)cc3)cccc2C1=O,-6,5,0.3,4,11*,3,-3,10,5,0
CCN1CCc2nc(NC(=O)c3ccc4c(c3)OCCO4)sc2C1,7,-3,-0.9,0,-62,2,-15,3,-45,5
Cc1ccc2[nH]c3nc(SCCN4CCOCC4)nnc3c2c1,1,3,0.4,-2,-2,-8,4,-1,3,2
CCCNC(=O)C1(C)CCCN(Cc2ccccc2F)C1 (stereo not given),-2,-6,0.2,1,-2,1,-14,8,3,2
Cn1nnnc1Sc1ncnc2scc(Br)c12,-3,-3,0.2,-1,-2,0,-1,4,5,0
Cc1cc(C)c(C)c(S(=O)(=O)N2CCC(C(=O)Nc3ccc(S(=O)(=O)N4CCOCC4)cc3)CC2)c1C,-4,7,-0.4,0,-9,6,10,6,7,-9
CN1CCN(S(=O)(=O)c2ccc(C(F)(F)F)cc2)C(c2ccccc2)C1 (stereo not given),-4,0,0.9,0,-3,3,9,2,5,-4

molecule,Tn6 DDE FP,ADAM17 inh,KLK7 zymogen act,UHRF1 binding,PLCb3 inh,MBD2 DNA inh,ASAP1 GAP inh,ARFGAP1 inhibitor,PLC-gamma1 inh,DDE Tn7 FP inh
Cc1nc(/C(=N/O)C(N)=O)cs1,6,-1,0.0,3,-9,5,5,1,1,6
C=CCC(NC(=O)N(C)C)(C(=O)OC)C(C)O (stereo not given),5,2,0.4,-1,4,-1,-2,-4,3,0
CCCCCN1C2=NCCN2c2ccccc21,-4,-2,0.0,-1,3,-4,-6,8,7,-6
COc1ccc(CCNC(=O)C2CC(c3ccccc3C(F)(F)F)=NO2)cc1 (stereo not given),-6,-5,0.2,-3,2,2,-1,-3,3,0
CCOc1ccccc1C(C(=O)NC1CCCC1)N(Cc1ccco1)C(=O)CNC(=O)c1ccco1 (stereo not given),4,0,1.2,-3,6,-2,12,-1,7,0
C[C@@]12CC[C@H]3OC(=O)C=C3C1CC[C@@]13CC(CCC12)[C@](CO)(O[C@H]1O[C@H](CO)[C@@H](O)[C@H](O)[C@H]1O)C3 (stereo not given in full),7,-3,-0.5,2,0,6,-3,-8,1,-3
CC(=O)OCC1=C(C(=O)O)N2C(=O)C(NC(=O)C(C)Cn3cc(Cl)cn3)C2SC1 (stereo not given),-6,-2,0.1,2,-3,2,6,13,0,-7
CCCNC(=O)c1ccc(N2CCC3(CC2)CC(c2cccc(Br)c2)=NO3)c(NC(=O)c2c(Cl)cccc2Cl)c1,7,-1,0.1,0,2,-7,-20,-6,0,-4
CC(=O)NC1=NN(C(C)=O)C2(S1)C(=O)N(CC(C)C)c1ccc(C)cc12 (stereo not given),3,-2,0.8,1,-6,1,-4,10,-1,4
Cc1ccc(CNc2oc(C)nc2C#N)cc1,6,-2,0.2,0,1,-1,4,-3,6,0
C/C=C/c1ccc2c(c1)O[C@H](CN(C)CC1CCOCC1)[C@@H](C)CN([C@H](C)CO)S2(=O)=O,-2,0,1.0,0,3,0,0,1,0,-5
CCOC(=O)c1nnn(-c2nonc2N)c1C,-1,-3,-0.4,3,1,1,-10,-3,3,5

molecule,Tn6 DDE FP,ADAM17 inh,KLK7 zymogen act,UHRF1 binding,PLCb3 inh,MBD2 DNA inh,ASAP1 GAP inh,ARFGAP1 inhibitor,PLC-gamma1 inh,DDE Tn7 FP inh
CCOc1ccc(NC(=O)/C(C#N)=C/c2cn(CC(=O)O)c3ccccc23)cc1,-1,-4,0.1,4,-14,0,-7,6,-9,1
CC1CC(C)(C)NC(=S)N1CC(=O)N1CCN(Cc2ccccc2)CC1 (stereo not given),7,-7,0.1,-4,-10,1,-13,0,-2,4
Cc1c(NC(=O)CN2C(=O)NC3(CCCC3)C2=O)c(=O)n(-c2ccccc2)n1C,5,2,-0.3,3,0,-5,-9,-6,4,6
O=C(NCCc1ccc(Cl)cc1)c1cccnc1,7,-6,1.0,-2,-2,-5,3,-2,1,7
CN(C)S(=O)(=O)N1CCN(C(=O)N(c2ccccc2)c2ccccc2)CC1,4,-1,-0.7,3,3,3,5,-4,2,-5
NC(=O)c1ccsc1NC(=O)CSc1nnc(C2CC2)n1Cc1ccccc1,7,-1,0.6,0,-2,-2,1,3,-1,-2
COc1ccc(/C=N/NC(=O)c2ccccc2)cc1OS(=O)(=O)c1ccccc1,-7,0,0.9,0,4,-1,-5,8,1,0
CC(C)Cn1c(=O)c2c(c3ccccc31)OC(C)C(=O)N2 (stereo not given),1,-5,0.1,-1,0,-1,8,-5,-2,-2
COc1ccccc1C(=O)N/C(=C\c1ccc(Br)cc1)C(=O)NCC(=O)O,4,-2,0.2,-2,-9,1,0,4,-10,-1
CCS(=O)(=O)N1CCN(Cc2nc3ccccc3c(=O)[nH]2)CC1,-13,2,0.3,2,5,-3,-2,7,5,-2
O=C(O)c1ccccc1-c1nc2ccccc2c(=O)n1O,-5,-2,0.1,-1,-9,1,-7,-7,-8,5
Cc1cccc(NC(=S)N(CCCN2CCOCC2)Cc2ccccn2)c1,11,-2,0.1,0,1,2,5,-11,2,4

Record cards, as listed above. Values in the order: Tn6 DDE FP, ADAM17 inh, KLK7 zymogen act, UHRF1 binding, PLCb3 inh, MBD2 DNA inh, ASAP1 GAP inh, ARFGAP1 inhibitor, PLC-gamma1 inh, DDE Tn7 FP inh
CN(C)S(=O)(=O)N1CCN(C(=O)N(c2ccccc2)c2ccccc2)CC1 is listed with 4, -1, -0.7, 3, 3, 3, 5, -4, 2, -5
NC(=O)c1ccsc1NC(=O)CSc1nnc(C2CC2)n1Cc1ccccc1 is listed with 7, -1, 0.6, 0, -2, -2, 1, 3, -1, -2
O=C(NCCc1ccc(Cl)cc1)c1cccnc1 is listed with 7, -6, 1.0, -2, -2, -5, 3, -2, 1, 7

Next structures.
molecule,Tn6 DDE FP,ADAM17 inh,KLK7 zymogen act,UHRF1 binding,PLCb3 inh,MBD2 DNA inh,ASAP1 GAP inh,ARFGAP1 inhibitor,PLC-gamma1 inh,DDE Tn7 FP inh
CN1CCN(c2ccc(-c3cccc(NC(=O)COc4ccccc4)c3)nn2)CC1,-2,-3,0.3,-3,-3,-4,0,7,1,-3
CCOC(=O)C[C@H]1c2ccccc2S(=O)(=O)N1c1ccccc1,2,-2,0.4,-1,4,-7,2,0,1,-2
COc1ccc(S(=O)(=O)N2CCCCCC2)cc1NC(=O)Cc1ccccc1F,-8,4,1.1,-1,-5,4,12,4,3,-8
CC(=O)Oc1ccccc1/C=C/c1nc2ccccc2c(=O)o1,1,-1,1.7,-2,-167,3,11,-3,-122,-10
O=C(Nc1c2c(nn1-c1ccc(F)cc1)CS(=O)C2)c1ccc2c(c1)OCO2 (stereo not given),3,-4,0.0,-2,-4,0,8,9,2,0
CCN(CC)C(=O)c1ccc2nc([C@H]3C[C@H](O)[C@@H](CO)O3)[nH]c2c1,-5,-6,0.5,2,0,5,-19,-9,1,-1
Cc1ccc(-c2cc(C(=O)Nc3nccs3)c3ccccc3n2)o1,-4,8,-0.2,-4,-13,-6,-8,-6,-12,0
Oc1c(Br)cc(/C=N/Nc2ccc(Cl)nn2)cc1Br,-2,-2,-0.1,1,-10,-5,5,-4,-3,-4
O=C(c1cc(-c2ccco2)nc2ccccc12)N1CCN(Cc2ccccc2)CC1,-3,-205,-8.0,-1,-356,1,5,-12,-288,-6
O=C1OCCOC2CCCc3oc(C4=CCCCC4)c1c32 (stereo not given),6,-3,0.8,-1,-10,0,8,-9,-9,5
CC(Oc1ccccc1)C(=O)NNC(=O)c1ccccn1 (stereo not given),-1,4,0.1,3,3,0,3,4,0,-4
O=C(N1CCN(c2ccccc2)CC1)C12CC3CC(CC(C3)C1)C2,-2,0,-0.7,3,2,1,12,2,5,-1
CCOC(=O)C1CCN(C(=O)CN2C(=O)C(C(C)C)Oc3ccccc32)CC1 (stereo not given),-8,0,0.3,-2,-4,-6,3,-4,2,2
